# IMPase Li cell – qHTS Assay for Identifying the Cell-Membrane Permeable IMPase Inhibitors: Potentiation with Lithium | CHO-M1 cells, IP1 TR-FRET (IP-One), carbachol + lithium | Potency, µM (titrated, usually from 59.4 µM), without a hit: at the highest dose activity, negative = IMPase inhibition, actives largely listed as inhibitors | 0.35% of 210,000 active | AID 1457, 2008;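 also: IP1 builds up when IMPase is blocked and the TR-FRET signal falls; plate controls were basal vehicle for no effect and high inhibitor control for full effect; nearly all actives have a fitted effect of over 50% in size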
#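 Lithium-sensitised IP1 accumulation assay; M1-expressing CHO cells treated 30 min at 37C with compound. Competitive antibody detection by time-resolved FRET followed a 10 min room-temperature lysis step.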
# Luc counter – Counterscreen for Luciferase (Kinase-Glo TM) Inhibition; Kinase-Glo luciferase, ATP luminescence, 8 min; Luciferin 4-monooxygenase (Photuris pensylvanica), Q27757; 0.28% of 200,000 active; Potency, µM (series often up to 38.3 µM), for the others: at the highest dose activity change, negative = inhibition, hits mostly inhibitors; also: % is scaled to controls: 0 for no effect and ±100 for the full control effect; nearly all actives have a fitted effect of over 60% in size
#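 Compounds were added to a substrate mix at pH 7.2 (50 mM imidazole, 10 uM ATP, within the enzyme's linear range), followed by Kinase-Glo detection reagent; luminescence was measured after 8 minutes at ambient temperature.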
# GoLoco inh red – qHTS Assay for Inhibitors of RGS12 GoLoco Motif Activity (Red Fluorophore). Gai1:RGS12 GoLoco peptide FP, rhodamine, 10 min. Potency, µM (highest dose often 61.6 µM), for the others: top-dose activity, negative = inhibition, usual class: inhibitors. 0.44% of 230,000 active. AID 880, 2007; active = well fitted inhibition curve with a large enough effect, not every such curve was filed as active; inactive = no such curve, though single readings can be large or run the other way; also: % is scaled to controls: 0 for no effect and ±100 for the full control effect; nearly all actives have a fitted effect of over 30% in size; many of its hits are not listed in these tables
# Target sequence (P63096 whole entry, looked up): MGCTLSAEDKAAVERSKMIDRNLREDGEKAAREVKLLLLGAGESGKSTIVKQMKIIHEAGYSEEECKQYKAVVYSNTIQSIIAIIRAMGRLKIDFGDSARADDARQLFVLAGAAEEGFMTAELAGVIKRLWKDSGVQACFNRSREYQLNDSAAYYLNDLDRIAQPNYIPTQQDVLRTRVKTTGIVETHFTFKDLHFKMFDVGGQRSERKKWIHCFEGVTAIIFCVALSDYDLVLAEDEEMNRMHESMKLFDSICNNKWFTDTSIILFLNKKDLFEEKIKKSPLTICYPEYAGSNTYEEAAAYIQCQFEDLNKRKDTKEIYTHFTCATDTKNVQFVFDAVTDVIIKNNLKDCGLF
# KDM4E inh – qHTS Assay for Inhibitors of Human Jumonji Domain Containing 2E (JMJD2E); AID 2147, 2009; 1.6% of 230,000 active; Potency, µM (highest dose often 57.1 µM), for inactives: at the highest dose activity change, negative = inhibition, usual class: inhibitors; JMJD2E catalytic domain, FDH-coupled NADH fluorescence (FDH is formaldehyde dehydrogenase); Lysine-specific demethylase 4E (Homo sapiens), B2RXH2; active = well fitted inhibition curve with a large enough effect, not every such curve was filed as active; inconclusive = small, poorly fitted or top-dose-only effect, or another doubt; inactive = no such curve, though single readings can be large or run the other way;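 also: 0% = wells with enzyme and -100% = buffer wells without enzyme; nearly all actives have a fitted effect of over 50% in size; many of its hits are not listed in these tables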
# Target sequence (B2RXH2 1-337 limits assumed): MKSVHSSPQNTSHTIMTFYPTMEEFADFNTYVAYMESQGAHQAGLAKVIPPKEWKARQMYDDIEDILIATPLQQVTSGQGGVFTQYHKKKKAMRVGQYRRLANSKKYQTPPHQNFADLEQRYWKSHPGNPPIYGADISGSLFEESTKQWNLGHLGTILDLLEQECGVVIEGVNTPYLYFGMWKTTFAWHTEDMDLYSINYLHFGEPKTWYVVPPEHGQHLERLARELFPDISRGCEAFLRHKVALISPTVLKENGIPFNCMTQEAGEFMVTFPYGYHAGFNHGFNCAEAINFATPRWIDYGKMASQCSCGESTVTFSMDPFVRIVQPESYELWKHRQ
# RECQ1 inh – qHTS Assay for Inhibitors of RecQ-Like Dna Helicase 1 (RECQ1); ATP-dependent DNA helicase Q1 (Homo sapiens), P46063; RECQ1 DNA unwinding, red fluorescence kinetic read; Potency, µM (highest dose often 57.3 µM), without a hit: top-dose activity, negative = inhibition, actives largely listed as inhibitors; 0.54% of 240,000 active; AID 2549, 2010;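 also: plate controls were vehicle for no effect and no enzyme for full effect; nearly all actives have a fitted effect of over 30% in size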
#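 RECQ1T1 50 nM; forked duplex (20 bp + 30-nt ss tails) 200 nM, ATP 2 mM final; pH 8.0, 2 mM MgCl2, 2.5 ug/ml poly(dI-dC); 15 min compound preincubation; discontinuous kinetic read over 2 h at RT.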
# Epigenetic derep – Quantitative High-Throughput Screen for Regulators of Epigenetic Control; murine LDR cells, GFP reporter derepression, 30 h; Potency, µM (highest dose often 53.9 µM), inactives show top-dose GFP activation, usual class: activators; 0.2% of 280,000 active; AID 1865, 2009; also: % of control where 0% means no effect; nearly all actives have a fitted effect of over 60% in size
#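 Murine LDR cells carrying a silenced, genomically integrated CMV-driven GFP reporter were exposed to compound for 30 hours at 37 C. After PBS washes, GFP-positive cells (20–120 um objects) were counted by laser-scanning microplate cytometry.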
# SMN2 splice enh – qHTS Assay for Enhancers of SMN2 Splice Variant Expression. HEK293 SMN2-luciferase splicing reporter, luminescence, 30-36 h. Potency, µM (top dose mostly 46.1 µM), without a hit: at the top dose activity change, positive = activation, actives largely listed as activators. 2.8% of 210,000 active; also: % of control where 0% means no effect; nearly all actives have a fitted effect of over 55% in size
#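 HEK293 cells carry an SMN2 […]–luciferase reporter in which exon 7 inclusion puts luciferase in frame. Cells were plated 10-12 h before compound addition, then incubated 30-36 h at 37C. ONE-Glo luminescence was read; sodium butyrate at 4.5 mM final served as control.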
# NPSR antag – qHTS Assay for Antagonists of the Neuropeptide S Receptor: cAMP Signal Transduction. Q6W5P4. CHO-NPSR cells, cAMP TR-FRET, antagonist mode. Potency, µM (top dose mostly 38.3 µM), inactives show top-dose activity change, negative = inhibition, usual class: inhibitors. 1% of 220,000 active; also: % is scaled to controls: 0 for no effect and ±100 for the full control effect; nearly all actives have a fitted effect of over 50% in size; many of its hits are not listed in these tables
# Target sequence (Q6W5P4 whole entry, looked up): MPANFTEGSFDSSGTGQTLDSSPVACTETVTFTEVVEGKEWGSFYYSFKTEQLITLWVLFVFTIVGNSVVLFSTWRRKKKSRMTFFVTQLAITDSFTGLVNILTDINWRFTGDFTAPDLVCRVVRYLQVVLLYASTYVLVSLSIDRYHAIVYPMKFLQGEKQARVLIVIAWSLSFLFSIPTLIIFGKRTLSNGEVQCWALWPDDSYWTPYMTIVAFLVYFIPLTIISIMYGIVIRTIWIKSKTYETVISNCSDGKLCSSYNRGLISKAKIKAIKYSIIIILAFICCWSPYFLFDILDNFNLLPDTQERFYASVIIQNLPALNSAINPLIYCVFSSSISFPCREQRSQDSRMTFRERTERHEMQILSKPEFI
# The depositor's hits bear a star; i = inactive; u = inconclusive; x = not tested or not shown; [ ] = another dose, or the depositor's remark. Unless noted, calls follow the shape of the dose curve; as a rule, active = well fitted curve in the direction sought with a large enough effect; inconclusive = small, poorly fitted or top-dose-only effect, or another doubt; inactive = no such curve, though single readings can be large; an effect the other way counts as inactive or inconclusive. Potency is read from the fitted curve at half-maximal effect. Not all compounds are listed; rates above refer to the full screens.
# Short keys: A = IMPase Li cell; B = Luc counter; C = GoLoco inh red; D = KDM4E inh; E = RECQ1 inh; F = Epigenetic derep; G = SMN2 splice enh; H = NPSR antag
> CN(C)c1nc(SCc2ccc(Cl)cc2)nc2c1CCCC2
  A: 12% | B: 1% | C: 3% | D: 4% | E: -15% | F: 0.9% | G: -17% | H: -13%[46.1 µM]

> CCN1CC(CNCc2cn(-c3ccc(OC)cc3)nc2-c2ccccc2Cl)CC1=O (stereo not given)
  A: x | B: x | C: -1% | D: 1% | E: i | F: 0.0% | G: x | H: 6%

> Fc1cccc(NC(=S)NCC(c2cccnc2)N2CCOCC2)c1 (stereo not given)
  A: x | B: x | C: x | D: 2% | E: -2% | F: -0.9% | G: x | H: 11%[46.1 µM]

> CCc1ccc(N(CC)c2ncnc3nc[nH]c23)cc1
  A: 5% | B: 1% | C: 5% | D: 3% | E: 4% | F: -1.0% | G: -23% | H: -20%

> CN1/C(=C\C(=O)c2cccc(S(=O)(=O)N3CCCCC3)c2)C(C)(C)c2ccccc21
  A: 3% | B: 0% | C: 11% | D: 3% | E: 1% | F: 0.0% | G: -40%[inhibitor] | H: -26%

> Cc1nc2ccccc2c(-c2ccccc2)c1C(=O)c1ccccc1
  A: 40%[activator][38.3 µM] | B: -3% | C: 8% | D: 3% | E: -11% | F: 2.1% | G: -25% | H: u

> CN(C)CCC(O)c1ccccc1 (stereo not given)
  A: x | B: x | C: -9% | D: -3% | E: i | F: -0.5% | G: x | H: -17%

> Cc1ccc(OCc2nnc(SCC(=O)Nc3sc(C)c(C)c3C#N)n2C)cc1
  A: x | B: x | C: x | D: 6% | E: -7% | F: -1.8% | G: x | H: -15%[46.1 µM]

> CC1(C)CC(=O)C/C(=N\NC(=O)C2CC23CCC3)C1 (stereo not given)
  A: 2% | B: -3% | C: 0% | D: -21% | E: -20% | F: -0.1% | G: 0% | H: 16%

> O=S(=O)(Nc1ccc(Cl)cc1)c1ccc(N2CCOCC2)c(NC(=S)NCCN2CCOCC2)c1
  A: 7% | B: 1% | C: -6% | D: -27% | E: 1% | F: 0.6% | G: 7% | H: -10%

> N=c1c2c(n(Cc3ccc(Br)cc3)c3c1CCC3)CCCC2
  A: 4% | B: 0% | C: -1% | D: 1% | E: u | F: -0.8% | G: -69%[inhibitor] | H: 2%

> O=C(c1ccco1)N1CCN(C(=O)c2ccc(Cn3cc(Br)cn3)o2)CC1
  A: 3%[38.3 µM] | B: 0% | C: -1% | D: -2% | E: -15% | F: -1.3% | G: 6% | H: 0%[46.1 µM]

> Cc1cc(C)nc(NC(=S)Nc2ccc(F)cc2F)c1
  A: -24% | B: 3% | C: -1% | D: -1% | E: -4% | F: 1.2% | G: 11% | H: 5%

> O=C(NCc1ccc2c(c1)OCO2)C12CN(Cc3ccccc3)CC1C(c1cccc([N+](=O)[O-])c1)=NO2 (stereo not given)
  A: -6% | B: 9% | C: -2% | D: -1% | E: -1% | F: 0.0% | G: -1% | H: -28%[46.1 µM]

> O=C(Nc1ccc(Cl)cc1)C1CC=CCC1C(=O)OCC(F)(F)C(F)F (stereo not given)
  A: 12%[38.3 µM] | B: 2% | C: 6% | D: 0% | E: -8% | F: -1.6% | G: 3% | H: 13%[46.1 µM]

# Part of the list above, bar-delimited:
SMILES | IMPase Li cell | Luc counter | GoLoco inh red | KDM4E inh | RECQ1 inh | Epigenetic derep | SMN2 splice enh | NPSR antag
CCc1ccc(N(CC)c2ncnc3nc[nH]c23)cc1 | 5% | 1% | 5% | 3% | 4% | -1.0% | -23% | -20%
CN1/C(=C\C(=O)c2cccc(S(=O)(=O)N3CCCCC3)c2)C(C)(C)c2ccccc21 | 3% | 0% | 11% | 3% | 1% | 0.0% | -40%[inhibitor] | -26%
Cc1nc2ccccc2c(-c2ccccc2)c1C(=O)c1ccccc1 | 40%[activator][38.3 µM] | -3% | 8% | 3% | -11% | 2.1% | -25% | u

# Later entries.
# Short keys: A = IMPase Li cell; B = Luc counter; C = GoLoco inh red; D = KDM4E inh; E = RECQ1 inh; F = Epigenetic derep; G = SMN2 splice enh; H = NPSR antag
> C=C1CCN([C@H](C(=O)OCc2ccc(C)cc2)C(C)C)S(=O)(=O)c2ccccc21
  A: x | B: x | C: 2% | D: 0% | E: i | F: 0.0% | G: x | H: -53%

> COc1ccc(CN(Cc2ccc(C(=O)O)cc2)C(=S)Nc2ccccc2C)cc1OC
  A: -6% | B: 7% | C: -1% | D: 1% | E: -4% | F: 16% | G: -25% | H: -13%

> Cn1c(SCC(=O)N2CCCc3ccccc32)nc2ccccc2c1=O
  A: 23% | B: 3% | C: 10% | D: 22% | E: -1% | F: -1.0% | G: -84%[inhibitor] | H: 0%

> NCCCCCc1nnc(SCC(N)=O)o1
  A: -2% | B: x | C: -4% | D: -1% | E: -6% | F: 2.4% | G: x | H: 9%

> COc1cc(/C=N/n2cnnc2)ccc1Oc1nc(Cl)ncc1F
  A: -4% | B: x | C: 4% | D: -4% | E: -12% | F: 0.0% | G: x | H: 15%

> O=C(CN1C(=O)c2ccccc2S1(=O)=O)c1ccccc1
  A: 10%[38.3 µM] | B: 0% | C: 2% | D: 9% | E: i | F: -0.2% | G: 1% | H: -4%[46.1 µM]

> CCCn1c(/N=C/c2ccccc2O)nc2ccccc21
  A: 3%[38.3 µM] | B: -2% | C: -14% | D: -1% | E: i | F: 1.1% | G: -3% | H: 1%[46.1 µM]

> Cc1ccc(NC(=O)CCCCCN2C(=O)c3ccccc3C2=O)nc1
  A: 2% | B: 1% | C: 9% | D: 9% | E: -10% | F: -2.2% | G: -17% | H: -6%

> CC1CCN(c2c(NCc3ccc(C(=O)N4CCN(C5CCCCC5)CC4)cc3)c(=O)c2=O)CC1
  A: 2% | B: -1% | C: 18% | D: 5% | E: -12% | F: 3.4% | G: 7% | H: 5%

> CN(C)S(=O)(=O)c1cccc(NC(=S)N/N=C/C2CC=CCC2)c1 (stereo not given)
  A: 4% | B: 0% | C: -1% | D: -22% | E: -3% | F: -1.4% | G: 6% | H: -11%

> COc1ccc(S(=O)(=O)N2CCN(c3ccccn3)CC2)cc1[N+](=O)[O-]
  A: x | B: x | C: 17% | D: 2% | E: -3% | F: -2.4% | G: x | H: 15%

> O=c1[nH]c(CN2CCN(S(=O)(=O)c3ccccc3C(F)(F)F)CC2)nc2sc3c(c12)CCCC3
  A: -6% | B: -1% | C: -10% | D: 1% | E: -9% | F: -0.9% | G: -12%[1.84 µM] | H: -10%

> CCc1nnc(NC(=O)c2cc(C)nc3ccccc23)s1
  A: 2% | B: 3% | C: 8% | D: -23% | E: i | F: 0.5% | G: 5% | H: -6%

> O=C1SCCC1NC(=O)C(c1ccccc1)c1ccccc1 (stereo not given)
  A: x | B: x | C: -2% | D: 5% | E: -5% | F: 0.3% | G: x | H: -18%

> COC(=O)c1cc2sc(Cl)cc2n1CC(=O)Nc1cccc(SC)c1
  A: 19%[38.3 µM] | B: 0% | C: 9% | D: 16% | E: i | F: -1.1% | G: -8% | H: -13%[46.1 µM]

> N=C(N)SCCc1cccc(CCSC(=N)N)c1
  A: 17% | B: -3% | C: 13% | D: -2% | E: i | F: -2.4% | G: -29% | H: -16%[46.1 µM]

> O=C(c1cccc(F)c1)N1CCC2(CC1)CN(c1ccc(-c3ccccc3)cc1)C2
  A: 16% | B: 1% | C: -2% | D: x | E: -3% | F: x | G: -73%[inhibitor] | H: x

> Cc1ccc2nc(-c3ccccn3)cc(C(=O)Nc3ccc4c(c3)OCO4)c2c1
  A: 5% | B: -1% | C: 26% | D: -29% | E: -4% | F: 16µM* | G: -5% | H: -13%

> O=C(Nc1ccc(-c2nc3ccccc3[nH]2)cc1)C1CCCO1 (stereo not given)
  A: 18%[38.3 µM] | B: 4µM* | C: -9% | D: u | E: -7% | F: -1.1% | G: 2.2µM* | H: -23%[46.1 µM]

> O=C(O)c1ccccc1C(=O)NNc1ccc(F)cc1F
  A: 11% | B: -7% | C: -2% | D: -9% | E: -3% | F: -2.7% | G: -5% | H: 14%

> Cc1ccc(S(=O)(=O)NCCC(=O)Nc2nnc(C)s2)cc1
  A: -9%[38.3 µM] | B: 0% | C: 11% | D: -5% | E: -3% | F: 0.0% | G: -12% | H: -4%[46.1 µM]

> COc1ccc(CCN2C(=NC(=O)C(C)C)SC3CS(=O)(=O)CC32)cc1OC (stereo not given)
  A: x | B: x | C: 2% | D: 3% | E: -18% | F: 0.8% | G: x | H: 2%

> CCc1ccc(C(=O)COC(=O)c2cncc(Br)c2)cc1
  A: -8% | B: -2% | C: 1% | D: -1% | E: 1% | F: -1.4% | G: -19% | H: 2%

> CCOC(=O)c1c(C)[nH]c(C(=O)OC/C(O)=C(\C#N)c2nc3ccccc3[nH]2)c1C
  A: 43%[activator][38.3 µM] | B: 2% | C: 43%[activator] | D: 7% | E: 0% | F: 0.0% | G: u | H: -12%[46.1 µM]

> CCOC(=O)CN(Cc1sccc1C)C(=O)Nc1ccc(OCC)cc1
  A: -6% | B: -3% | C: 8% | D: -1% | E: -4% | F: 0.0% | G: -10% | H: -9%[46.1 µM]

> C#CCSc1nnnn1-c1ccc(Br)c(C)c1
  A: x | B: x | C: 6% | D: 4% | E: 14% | F: -0.3% | G: x | H: -2%

> N#Cc1ccc(C(=O)OCC(=O)Nc2ccc(S(N)(=O)=O)cc2)cc1
  A: x | B: x | C: 3% | D: 3% | E: -8% | F: -0.1% | G: x | H: 9%

> Cc1ccc(S(=O)(=O)Nc2ccc(-c3csc(-c4ccccc4)n3)cc2)cc1
  A: -3% | B: 6% | C: 3% | D: u | E: -11% | F: 8.9% | G: -10% | H: -26%

> O=C(NCCC1=CCCCC1)c1cnsn1
  A: 24%[38.3 µM] | B: -1% | C: -4% | D: 1% | E: i | F: 0.0% | G: 26% | H: -3%[46.1 µM]

> Cc1ccccc1-c1nn(-c2ccc(F)cc2F)cc1CNCCCO
  A: -1% | B: 1% | C: 20% | D: -2% | E: i | F: 0.5% | G: 0% | H: 10%
